Compound activity: PubChem, several laboratories
CHOP inh: CHOP inhibition in unfolded protein response. inhibition, % at 10 µM. CHO-K1 CHOP-promoter luciferase, tunicamycin-induced, 15-18 h. hit rate 3.8% among 220,000;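 active = compounds that reduced the stress-induced luciferase reporter signal by more than about 70% of percent inhibition, limit read from the data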;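 also: 0% = tunicamycin plus vehicle and 100% = wells without tunicamycin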
TRPML3 agonist: human mucolipin-3 channel agonism; Q8TDD5; HEK293 TRPML3-YFP, Fluo-8 calcium fluorescence; 100% = the carbachol control signal; activation, % at 3 µM; hit rate 0.29% among 220,000;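 active = activation above its plate's cutoff, the mean activation of the plate's test wells plus 3 SD, cut at about 12% in these data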;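 also: 0% = DMSO only wells and 100% = carbachol wells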
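Test system: TRPML3-YFP stable HEK293 cells. Doses: single point at 3 µM. Incubation: dye loading 1 h 37 °C then 30 min ambient, 125 s read. Signal: Fluo-8 calcium dye fluorescence, ex 470-495, em 515-575 nm. Measure: percent activation from peak-to-basal fluorescence ratio, scaled between DMSO and carbachol.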
PPC-1+TRAIL kill: compounds killing PPC-1 cancer cells with TRAIL present (potentiator screen, no TRAIL-free arm). cell killing (% activity), % at 4 µM. AID 1443. hit rate 0.41% among 220,000. PPC-1 cells + TRAIL, ATPLite viability luminescence;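 active = cell killing above 50% in the first pass at 4 µM, then a duplicate retest at 5 µM averaging 50% or more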;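 also: plate controls were cells with TRAIL plus DMSO for no effect and medium-only wells lacking cells for full effect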
NCF1 inh: inhibitors of human p47phox binding. P14598. p47phox/p22phox peptide binding, fluorescence polarization, 2 h. inhibition, % at 24.7 µM. hit rate 0.53% among 220,000;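 active = inhibition above about 30%, limit read from the data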;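 also: 0% = p47phox with labelled peptide and 100% = labelled peptide alone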
EBV gp42 inh: EBV gp42 inhibition; inhibition, % (tested at 21.74 µM); Fluorescence polarization binding assay, mP read-out; hit rate 0.42% among 220,000; Q1HVG2; in the data active = inhibition above about 50%
Target sequence (Q1HVG2 whole entry, looked up): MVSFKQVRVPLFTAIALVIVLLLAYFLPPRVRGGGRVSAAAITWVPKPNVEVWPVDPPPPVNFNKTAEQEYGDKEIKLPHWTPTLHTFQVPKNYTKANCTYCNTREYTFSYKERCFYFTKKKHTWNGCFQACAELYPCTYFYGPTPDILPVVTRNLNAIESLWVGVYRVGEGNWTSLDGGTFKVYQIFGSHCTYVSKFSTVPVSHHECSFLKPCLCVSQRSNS
Mdm2 ligase inh: blocks human Mdm2 ubiquitin ligase activity. Q00987. AID 1230. signal enhancement, % at 5 µM. cell-based MDM2 ubiquitination luciferase reporter, 2 h; 0 = plate control, 100 = twice control, blank-subtracted. hit rate 0.11% among 210,000;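 active = signal enhancement of 30% or more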;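 also: luminescence tracks abundance of the self-degrading MDM2-luciferase fusion protein; higher signal means inhibition of MDM2 E3 ligase activity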
Target sequence (Q00987 whole entry, looked up, the tested form may be a part): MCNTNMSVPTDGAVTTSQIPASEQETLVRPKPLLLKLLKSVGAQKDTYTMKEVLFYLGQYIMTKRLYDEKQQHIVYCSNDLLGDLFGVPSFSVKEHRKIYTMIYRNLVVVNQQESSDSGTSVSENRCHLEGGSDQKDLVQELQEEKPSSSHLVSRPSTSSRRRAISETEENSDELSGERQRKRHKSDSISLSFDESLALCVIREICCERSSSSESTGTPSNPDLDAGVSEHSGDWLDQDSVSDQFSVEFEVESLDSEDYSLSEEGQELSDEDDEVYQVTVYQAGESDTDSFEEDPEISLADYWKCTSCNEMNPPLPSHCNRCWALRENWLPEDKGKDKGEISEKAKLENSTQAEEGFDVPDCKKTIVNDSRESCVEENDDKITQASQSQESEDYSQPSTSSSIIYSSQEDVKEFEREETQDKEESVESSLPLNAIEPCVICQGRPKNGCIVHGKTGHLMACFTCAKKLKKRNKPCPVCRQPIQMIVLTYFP
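Assay system: stable mammalian line carrying autodegrading MDM2–luciferase fusion reporter; Input: 2000 cells in each well; Compound dosing: single-point 5 µM; Schedule: 2 h compound exposure at 37 °C; Signal: SteadyLite luciferase luminescence after 15 min room-temperature reagent incubation; Evaluation: % luminescence enhancement versus blank-corrected plate control mean; Benchmarks: plate controls and plate blanks.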
zfTRPN1 agonist: agonists of zebrafish TRPN1 channel; HEK293 zebrafish TRPN1-YFP, Fluo-8 calcium fluorescence; 100% = response to 87 µM carbachol; activation, % at 3 µM; hit rate 0.18% among 220,000;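 active = activation above its plate's cutoff, the mean activation of test wells on that plate plus 3 SD, cut at about 19% in these data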;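 also: 0% = DMSO alone and 100% = 87 µM carbachol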
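Control set: carbachol 87 µM as high control, DMSO as low control; system: HEK293 stable line with zebrafish TRPN1-YFP; read-out: % activation versus carbachol response; detection: intracellular calcium fluorescence with Fluo-8; doses: single test compound dose, 3 µM nominal, 0.3% DMSO; schedule: dye 1 h 37 °C plus 30 min RT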
Runt-SMMHC FRET: Runt domain-CBFb-SMMHC interaction inhibition; Q01196+Q13951; hit rate 0.74% among 220,000; inhibition, % at 20 µM; Cerulean-Runt/Venus-CBFb-SMMHC FRET ratio 530/480, 1 h;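 active = mean inhibition across duplicate retests at 20 µM reaching about 50%, limit read from the data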;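 also: 0% = DMSO wells and 100% = wells with excess untagged CBFb-SMMHC; inhibitors lower the FRET ratio by blocking Runt binding to CBFb-SMMHC; some results filed as inactive read as strong as hits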
TNF death inh: TNF-alpha cell death inhibition in Jurkat FADD-/- cells; AID 463075; Jurkat FADD-/- TNF necroptosis rescue, ATP luminescence, 24 h; 0 = TNF only, 100 = no-TNF cells; hit rate 0.068% among 220,000; activation (protection from cell death), % at 10 µM;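 active = activation, meaning protection from cell death, of at least 50% relative to plate controls; inactive = activation below 50%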;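 also: necroptosis triggered by 40 ng/mL TNF-alpha added together with compound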
* hit, by the source's call; nt = not tested or not shown; [ ] = remark or other dose.

SMILES,CHOP inh,TRPML3 agonist,PPC-1+TRAIL kill,NCF1 inh,EBV gp42 inh,Mdm2 ligase inh,zfTRPN1 agonist,Runt-SMMHC FRET,TNF death inh
Nc1nnc(CC(=O)Nc2ccccc2)s1,-2,-0.1,2,-2,-10,-1,-0.7,-6,-0.3
COc1cc(/C=N/NC(=S)NC2CC3CCC2C3)ccc1O (centres undefined),-14,0.1,-5,-13,2,14,-0.8,-2,1.1
CCCn1nnnc1NCc1ccccc1OCc1cccs1,19,-1.0,6[5 µM],-11,-14,7,-1.3,4,-2.0
COc1ccc(C(=O)On2c(-c3ccc(Br)cc3)nc3ccccc3c2=O)cc1,105*,0.3,4,-12,-4,-18,-0.4,1,-1.1
CCN(CC)c1ccc(NC(=O)c2cnn(CC)c2)cc1,-4,0.6,17,17,-4,-13,1.1,-3,-1.3
CCOC(=O)C(C)(C)N(Cc1ccccc1C)S(=O)(=O)c1ccc(Cl)c([N+](=O)[O-])c1,26,3.9,-18,0,-9,-3,-2.3,3,-1.8
Cc1nc(Cl)c2c(n1)N(CC(N)=O)C(=O)CO2,42,-0.3,29,-6,-10,6,0.9,-3,1.5
COC(=O)[C@@H](NC(=O)Nc1cccc(Br)c1)C(C)C,0,0.7,-11,-5,-18,nt,0.7,4,1.8
c1ccc(-c2cn3c(n2)CCC3)cc1,12,2.3,-12,-6,-4,-17,0.4,1,-0.5
O=C(CSc1cccc[n+]1[O-])Nc1cccc(Oc2ccccc2)c1,1,-0.2,27,0,-3,-2,1.3,-3,-0.8
CC(=O)N(CCCc1ccc(C(C)(C)C)cc1)CCCN(C)C,54,0.8,17,-2,-4,-10,1.0,-1,-0.4
CCOC(=O)C1CCN(c2c(NC3CCCCCCC3)c(=O)c2=O)CC1,19,1.5,20,-10,-7,-18,0.6,-4,-1.4
COc1cccc(-c2csc(N3CCN(CC(=O)NNC(=O)c4ccc(Cl)cc4)CC3)n2)c1,40,-0.7,8,-23,-18,-14,-2.1,4,0.7
COc1cc(C(=O)NC(=S)Nc2cccc3nc(C)ccc23)cc(OC)c1OC,-4,0.9,8,-56,-5,-13,2.2,2,0.5
Cc1noc(C)c1CSc1nnnn1-c1ccc(Cl)cc1,8,2.1,21,-10,-1,-19,3.5,2,-2.9
CCC(C)(C(=O)NC1CCCC1)N(C(=O)CNC(=O)c1ccccc1)c1c(C)n(C)n(-c2ccccc2)c1=O (centres undefined),5,0.1,14,4,6,-18,-0.6,1,0.7
NS(=O)(=O)c1ccc(N2C(=O)C3C4CC(C(Br)C4Br)C3C2=O)cc1 (centres undefined),-21,1.3,0,-1,-1,-6,3.2,-2,2.0
Cc1ccccc1Cn1c(=O)n(CCC(=O)NCc2ccc3c(c2)OCO3)c(=O)c2ccccc21,87*,0.1,2,37*,-9,-2,-0.7,0,1.1
O=C(COC(=O)c1ccco1)NCc1ccc2c(c1)OCO2,4,0.5,6,-12,-13,-11,0.6,5,1.3
N/C(=N\OC(=O)c1ccc2c(c1)OCO2)c1cccc(Br)c1,22,0.7,7,-7,4,-46,1.3,0,-0.5
O=C(NNc1cc(N2CCCC2)nc(N2CCCC2)n1)c1ccc([N+](=O)[O-])cc1,19,-0.5,nt,-8,11,-14,-0.6,nt,-2.7
Cn1c(SCC(=O)c2cc(Cl)c(Cl)s2)nnc1-c1ccco1,-7,0.0,-1,-8,-7,8,0.9,23,4.6
CCCCSc1nc2c(cnn2-c2ccccc2)c(=O)n1N,1,0.0,6,2,14,-12,0.2,0,2.5
O=C(Cc1ccc(Br)cc1)Nc1ccccc1Sc1ccccc1,50,0.4,11,0,3,-5,-0.9,2,-5.6
CC(CCc1ccco1)NC(=O)c1cc2c(-c3ccccc3F)nn(C)c2s1 (centres undefined),51,-0.7,8,-24,-10,-5,1.6,1,0.1

An excerpt of these results, as labelled records:
structure: NS(=O)(=O)c1ccc(N2C(=O)C3C4CC(C(Br)C4Br)C3C2=O)cc1 (centres undefined)
  CHOP inh: -21	TRPML3 agonist: 1.3	PPC-1+TRAIL kill: 0	NCF1 inh: -1	EBV gp42 inh: -1	Mdm2 ligase inh: -6	zfTRPN1 agonist: 3.2	Runt-SMMHC FRET: -2	TNF death inh: 2.0

structure: CC(CCc1ccco1)NC(=O)c1cc2c(-c3ccccc3F)nn(C)c2s1 (centres undefined)
  CHOP inh: 51	TRPML3 agonist: -0.7	PPC-1+TRAIL kill: 8	NCF1 inh: -24	EBV gp42 inh: -10	Mdm2 ligase inh: -5	zfTRPN1 agonist: 1.6	Runt-SMMHC FRET: 1	TNF death inh: 0.1

Later entries.
SMILES,CHOP inh,TRPML3 agonist,PPC-1+TRAIL kill,NCF1 inh,EBV gp42 inh,Mdm2 ligase inh,zfTRPN1 agonist,Runt-SMMHC FRET,TNF death inh
Cc1ccc(C)n1-n1cnc2sc3c(c2c1=O)CCCCC3,34,0.1,-7,-10,-2,-20,-0.8,2,-2.7
CCCC(c1nnnn1C(C)(C)C)N1CCN(C(=O)c2ccco2)CC1 (centres undefined),51,0.6,14,3,-22,4,0.5,0,0.5
COc1ccccc1N1CCN(C(=O)CSc2nc(-c3ccco3)cc(C(F)(F)F)n2)CC1,54,-0.8,19,-24,5,-3,0.3,-1,-4.2
CCNC(=O)/C(C#N)=C/c1c(N2CC(C)OC(C)C2)nc2ccccn2c1=O (centres undefined),6,0.9,20,-54,7,0,0.4,77*,1.5
CCOC(=O)C1(CCc2ccccc2)CCN(Cc2ccn[nH]2)CC1,-1,0.6,14,4,-10,18,2.0,-4,2.3
CCOC(=O)/C=c1\s/c(=C\c2c(OCC)ccc3ccccc23)c(=O)n1CC(=O)NCC1CCCO1 (centres undefined),37,0.2,-7,-21,-35,-1,-1.6,-34,-2.4
CC(C)[C@H](NC(=O)OC(C)(C)C)C(=O)N/N=C/c1ccc2nccnc2c1,9,1.0,0,1,-4,-15,1.7,-2,1.9
CC(=O)NC1=NN(C(C)=O)C2(CCCC2)S1,4,-0.1,25,-7,-2,-1,1.7,-5,-1.0
N#CCSc1nnc(-c2ccccc2O)n1Cc1ccccc1,4,0.6,18,1,-3,-11,0.3,-2,-0.8
CCCn1c2ccccc2c2cc(C(=O)O)ccc21,25,0.1,14,-5,-19,-18,0.8,-4,-0.4
CC(C)[C@H](NC(=O)c1cccc(S(=O)(=O)N2CCOCC2)c1)C(=O)Nc1nc2ccccc2s1,30,-0.4,2,-10,-1,-18,-1.3,-2,5.6
O=C(C1CCOCC1)N1CCC(CO)(CCc2ccccc2)CC1,-2,0.5,-9,0,-8,-8,2.0,1,-0.2
CC(=O)c1c(C)n(CC(=O)NCc2ccc3c(c2)OCO3)c2ccccc12,35,1.0,16,2,-4,4,0.6,-1,-4.5
C=CCOc1cccc(C2C(C(=O)c3ccco3)=C(O)C(=O)N2CCN(CC)CC)c1 (centres undefined),-4,0.7,7,-19,-5,-7,0.6,-4,0.9
Cc1ccc(NC(=S)N(Cc2cccs2)Cc2cc3cc(C)ccc3[nH]c2=O)cc1,-1,0.5,33,-10,-9,-3,-0.8,6,-5.7
S=C1NC[C@H](CC2CCCCC2)N1CCc1cccc2ccccc12,59,nt,8,-17,-10,12,nt,2,-3.0
O=C(CNC(=O)c1cccs1)NCC(=O)OCc1c(F)cccc1Cl,15,0.2,-8,-8,-7,-3,1.5,0,-1.5
COc1ccc(CN2CC(C(=O)NCCN3CCOCC3)CC2=O)cc1 (centres undefined),44,-0.2,-4,-27,-10,-1,0.1,0,0.5
CC(C)NC(=O)c1cc(-n2cnnc2)ccc1Cl,-5,0.1,6,-6,-11,-7,0.5,-1,0.4
CC[n+]1c(/C=C(\C)Nc2ccccc2)sc2ccccc21,32,0.5,4,-30,-9,-23,-1.1,1,-0.3
CC(=O)c1ccc(NC2OC(CO)C(O)C(O)C2O)cc1 (centres undefined),5,1.3,20,-3,-24,-15,-0.5,4,-2.4
O=C(N/N=C1/CCc2ccccc21)C1CC1,-14,0.8,-9,-4,-10,-6,1.7,-3,-0.1
CCn1c(C)cc(/C=C2/NC(=O)N(c3ccccc3)C2=O)c1C,13,0.8,17,-19,-5,-7,-0.6,1,2.7
O=c1cc(-c2ccccc2Cl)oc2c(NS(=O)(=O)c3cccc4nsnc34)ccc(O)c12,26,nt,-2,-11,-15,-2,nt,0,0.0
CC(=O)Nc1ccc(/C(C)=N/Nc2nc(Nc3cccc4ccccc34)nc(N3CCOCC3)n2)cc1,-22,4.6,24,-9,10,-19,9.3,-3,2.6
C/C=C/C(=O)Nc1cccc(C2=NOC3(C2)C[C@H](C(N)=O)N(C(=O)/C=C/C)C3)c1 (some centres undefined),9,nt,-8,-11,-16,27,nt,1,0.9
CSc1nc(NC(C)=O)nc(C)c1Cl,-7,1.0,4,-12,-5,-3,1.3,6,-2.3
C/C(CC1CC2=C(CC1(C)C)C(C)(C)CCC2)=N\NC(N)=S (centres undefined),-62,0.7,-1,-2,4,-12,-1.0,6,-12
CCCCC(=O)Nc1cccc(NC(=S)NC(=O)C(C)C)c1,21,0.9,16,-6,-5,-7,0.7,1,3.8
CCOc1cc2[nH]c(=O)n(CCC(=O)NCc3ccc(OC)cc3)c(=O)c2cc1OCC,1,0.0,13,-6,-4,2,1.6,4,-0.3
CC(C)NC(=O)COc1ccc(S(=O)(=O)N(C)Cc2ccccc2)cc1,-3,1.3,-2,10,-14,14,2.6,0,3.7
O=C(c1ccccc1)N1CCN(c2ccc(Cl)cc2)CC1,9,1.2,0,2,-17,-68,3.0,8,0.2
CCNC(=O)CCS(=O)(=O)c1ccc2ccccc2c1,5,0.7,15,-9,-39,-11,-0.2,-30,-0.9
CC1(C)CC(=O)C2=C(C1)NC(=O)CC2c1ccc(F)cc1 (centres undefined),28,0.2,10,-8,-7,2,1.6,1,-2.6
CCOC(=O)N1CCN(CC(=O)Nc2ccc([N+](=O)[O-])cc2C(=O)Nc2ccccc2F)CC1,32,-0.1,24,-1,11,-15,1.7,-1,-3.0
COc1cc(C2C(C#N)=C(N)OC3=C2C(=O)CC(C)(C)C3)ccc1OC(=O)N1CCOCC1 (centres undefined),-2,0.7,-15,-10,-15,-19,-0.4,1,-1.4
CCC(=O)NC(c1ccc(N(C)C)cc1)c1c(O)ccc2ccccc12 (centres undefined),15,-0.1,8,-2,-9,-9,-0.3,1,-2.5
CCn1cc(/C=N/N=C2\CCC3C4CCc5cc(O)ccc5C4CC[C@]23C)c(C)n1 (some centres undefined),40,0.0,-25,-3,13,-8,-1.0,0,0.3
CC(C)CC(=O)Nc1nnc(SCC(=O)NCc2ccc3c(c2)OCO3)s1,8,0.7,6,-8,-6,0,-1.2,-1,0.3
